# High-throughput results: PubChem, National Center for Advancing Translational Sciences (NCATS)
# DT40 TDP1 no CPT: qHTS for Inhibitors of human tyrosyl-DNA phosphodiesterase 1 (TDP1): qHTS in cells in absence of CPT | DT40 Tdp1-/- hTDP1 cells, no CPT, ATP luminescence, 48 h | Potency, µM (highest dose often 46.2 µM), without a hit: at the top dose activity change, negative = growth inhibition, most hits filed as inhibitors | hit rate 15% among 420,000; note: nearly all actives have a fitted effect of over 55% in size
#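 Camptothecin absent (DMSO only). Human TDP1-complemented DT40 knockout cells, 400 cells/well, 37 °C for minimum 48 hr; ATP measured via CellTiter-Glo, 30 min dark incubation, luminescence.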
# KAT2A inh: qHTS Assay for Inhibitors of GCN5L2; Histone acetyltransferase KAT2A (Homo sapiens), Q92830; GCN5L2 HAT assay, ThioGlo1 CoA-SH fluorescence; Potency, µM (highest dose often 58.9 µM), for inactives: top-dose activity change, negative = inhibition, hits mostly inhibitors; hit rate 0.21% among 390,000
# Target sequence (Q92830 whole entry, looked up): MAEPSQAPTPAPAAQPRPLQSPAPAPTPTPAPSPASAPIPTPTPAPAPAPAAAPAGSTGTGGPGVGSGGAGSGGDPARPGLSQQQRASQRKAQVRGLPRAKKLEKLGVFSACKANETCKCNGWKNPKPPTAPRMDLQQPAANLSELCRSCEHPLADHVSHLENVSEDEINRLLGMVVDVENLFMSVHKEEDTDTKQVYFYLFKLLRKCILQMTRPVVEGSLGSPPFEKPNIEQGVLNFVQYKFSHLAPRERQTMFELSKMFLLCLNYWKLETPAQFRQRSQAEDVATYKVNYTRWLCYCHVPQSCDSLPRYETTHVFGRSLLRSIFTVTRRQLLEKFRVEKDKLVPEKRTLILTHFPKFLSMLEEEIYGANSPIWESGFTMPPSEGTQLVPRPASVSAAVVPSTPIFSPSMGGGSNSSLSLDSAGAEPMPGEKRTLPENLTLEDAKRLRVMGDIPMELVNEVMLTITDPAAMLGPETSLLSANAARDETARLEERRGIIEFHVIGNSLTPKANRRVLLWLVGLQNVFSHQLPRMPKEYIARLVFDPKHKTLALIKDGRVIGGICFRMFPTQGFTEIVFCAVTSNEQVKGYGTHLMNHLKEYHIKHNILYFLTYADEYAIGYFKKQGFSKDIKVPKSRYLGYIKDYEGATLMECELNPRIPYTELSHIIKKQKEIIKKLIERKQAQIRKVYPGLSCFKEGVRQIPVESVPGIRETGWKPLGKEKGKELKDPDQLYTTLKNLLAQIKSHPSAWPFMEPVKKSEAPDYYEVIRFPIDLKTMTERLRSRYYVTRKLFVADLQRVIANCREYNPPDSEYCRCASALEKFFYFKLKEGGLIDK
#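 Enzyme at 20nM final was mixed with library compounds for 15 min at room temperature. Peptide H3(1-25) at 75uM, acetyl-CoA at 70uM and ThioGlo1 at 50uM were then added. Plates were read immediately and after 20 min (Ex340nm/Em540nm).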
# DT40 TDP1 CPT: qHTS for Inhibitors of human tyrosyl-DNA phosphodiesterase 1 (TDP1): qHTS in cells in presence of CPT; chicken DT40 Tdp1-/-;hTDP1 cells + 20 nM CPT, ATP luminescence, 48 h; Potency, µM (top dose mostly 46.2 µM), for inactives: top-dose activity change, negative = growth inhibition, actives largely listed as inhibitors; hit rate 12% among 420,000; AID 686979, 2013; note: nearly all actives have a fitted effect of over 55% in size
#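 Chicken DT40 Tdp1-/- cells stably complemented with human TDP1 were seeded at 400 cells/well in medium containing 20 nM camptothecin, exposed to pin-transferred compounds, and grown at 37 °C for at least 48 hr. Viability was read as ATP luminescence.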
# Starred values were filed as active, the others as inactive; ? = inconclusive; nt = no result given; & = joins results of further samples. Calls come from the whole dose curve; as a rule, active = well fitted curve in the direction sought with a large enough effect; inconclusive = small, poorly fitted or top-dose-only effect, or another doubt; inactive = no such curve, though single readings can be large; an effect the other way counts as inactive or inconclusive. % is set by controls: 0 for no effect and ±100 for the full control effect; potency is the fitted concentration of half-maximal effect.
# Preview, two compounds:
SMILES,DT40 TDP1 no CPT,KAT2A inh,DT40 TDP1 CPT
COC(=O)Cn1ccc2cc(S(=O)(=O)N3CCCCCC3)ccc21,11%&-1%,3%&-12%,0%&-8%
CC(C)=CCC[C@](C)(O)C1CC[C@]2(C)C1C(O)CC1[C@@]3(C)CCC(O)C(C)(C)C3C(O[C@@H]3OC(CO)C(O)C(O)C3O[C@@H]3OC(C)C(O)C(O)C3O)C[C@]12C (some centres undefined),-11%,1%,-13%

# Main list, from the first entry:
SMILES,DT40 TDP1 no CPT,KAT2A inh,DT40 TDP1 CPT
COC(=O)Cn1ccc2cc(S(=O)(=O)N3CCCCCC3)ccc21,11%&-1%,3%&-12%,0%&-8%
CC(C)=CCC[C@](C)(O)C1CC[C@]2(C)C1C(O)CC1[C@@]3(C)CCC(O)C(C)(C)C3C(O[C@@H]3OC(CO)C(O)C(O)C3O[C@@H]3OC(C)C(O)C(O)C3O)C[C@]12C (some centres undefined),-11%,1%,-13%
CCc1nc(NCc2ccco2)c2oc3ccccc3c2n1,?,-7%,?
Cc1ccc(NC(=O)c2ccc(OC(=O)COc3cccc(Cl)c3)cc2)cc1,?,2%,?
COC(=O)CCC(C(=O)CN1C(=O)c2ccccc2C1=O)N1C(=O)c2ccccc2C1=O (centres undefined),?,nt,?
CCN1CCN(c2ccc(S(=O)(=O)N3CCCCC3)cc2NC(=O)c2cccc(F)c2)CC1,-26%,2%,-1%
COc1c(O)c(O)c2oc(-c3ccccc3)cc(=O)c2c1OC,?,2%,?
CCCN(CC(=O)Nc1ccccc1C)C(=O)c1ccc(N2CCCCCC2)c([N+](=O)[O-])c1,?,-23%,?
O=C(NCc1cccnc1)Nc1cccc(Cl)c1Cl,-13%,?,0%
COc1ccc(C(=O)O/N=C(\N)c2ccccc2)cc1,-23%,-2%,-17%
COCCNc1ccc(-c2nc(-c3cccc(C)c3)no2)cc1[N+](=O)[O-],?,-1%,?
Nc1ccnc(=O)[nH]1,6%,-19%,-9%
COC(=O)[C@@]1(Sc2ccc(C)cc2)CC(=O)N(c2cccc(SC)c2)[C@@H]1c1ccccc1,-81%,nt,18µM*
Cc1cccc(N/C(=N\S(=O)(=O)c2ccccc2)C(F)(F)F)c1,-2%,-6%,-24%
O=C(Cc1cccs1)N/N=C/C=C/c1ccco1,?,?,?
CS(=O)(=O)c1ccc(-n2nnc3ccccc32)c([N+](=O)[O-])c1,?,-2%,?
COc1cc2nc(Nc3cccc(C)c3)nc(N)c2cc1OC,3.3µM*,-7%,12µM*
Cc1ccc(NC(=O)c2cccc3c2C(=O)N(C2CCCCC2)C3)c(Cl)c1,-29%,-5%,18µM*
Cc1cc(C)cc(NC(=O)CCc2nnc3n(CC(C)C)c(=O)c4ccccc4n23)c1,-24%,-1%,-19%
CCN1/C(=C2\C(=O)N(C)C(=S)N2C)C=Cc2cc(OC)ccc21,?,-3%,6%

# Entries of single compounds, looked up by structure.
# `COCCNc1ccc(-c2nc(-c3cccc(C)c3)no2)cc1[N+](=O)[O-]` is listed as DT40 TDP1 no CPT: ?; KAT2A inh: -1%; DT40 TDP1 CPT: ?
# `COC(=O)Cn1ccc2cc(S(=O)(=O)N3CCCCCC3)ccc21` is listed as DT40 TDP1 no CPT: 11%&-1%; KAT2A inh: 3%&-12%; DT40 TDP1 CPT: 0%&-8%
# `Cc1ccc(NC(=O)c2cccc3c2C(=O)N(C2CCCCC2)C3)c(Cl)c1` is listed as DT40 TDP1 no CPT: -29%; KAT2A inh: -5%; DT40 TDP1 CPT: 18µM*

# Looked up by compound from the list above (two):
SMILES,DT40 TDP1 no CPT,KAT2A inh,DT40 TDP1 CPT
COc1ccc(C(=O)O/N=C(\N)c2ccccc2)cc1,-23%,-2%,-17%
COC(=O)Cn1ccc2cc(S(=O)(=O)N3CCCCCC3)ccc21,11%&-1%,3%&-12%,0%&-8%

# More structures
SMILES,DT40 TDP1 no CPT,KAT2A inh,DT40 TDP1 CPT
CCOc1ccc(S(=O)(=O)NCC(=O)N(C)Cc2cccnc2)cc1,3%,3%,-18%
CCOc1ccc(CSC2=NCCN2)cc1Cl,15µM*,-7%,?
CCOC(=O)C1CCC(CN(Cc2ccc(Cl)cc2)S(=O)(=O)c2cccc(Cl)c2C)CC1 (centres undefined),18µM*,-7%,23µM*
CC1(C(=O)NCc2cccs2)CCN1C(=O)Cc1ccc(Cl)cc1Cl (centres undefined),?,nt,?
CCc1cccc(C)c1N1C(=O)CN(Cc2ccccc2)C1=S,?,0%,-3%
COc1ccc(CNC(=O)c2cc3ccccc3oc2=O)cc1,9%,1%,-12%
O=C(Cc1ccc([N+](=O)[O-])cc1)Nc1ccon1,12%,-6%,-14%
CC(CN1C(C)CCCC1C)OC(=O)c1ccc(F)cc1 (centres undefined),-5%,-24%,2%
CN(CC(=O)N1CCCCCC1)S(=O)(=O)c1cccc2cccnc12,-28%,-4%,5%
O=C(NNC(=O)c1cccnc1SCc1cccc([N+](=O)[O-])c1)c1ccccn1,2.6µM*,3%,4.6µM*
COc1ccc(NC(=O)c2ccc(-c3ccc(-c4noc(C)n4)cc3C)cc2)cc1OCCN(C)C,2.6µM*,0%&-3%&-15%,5.2µM*
O=C1CC[C@@H](C(=O)N[C@H]2C[C@@H]2c2ccccc2)N1,-15%,nt,0%
CNc1cc(NS(=O)(=O)c2ccc(N)cc2)nc(NC)n1,25%&7%,?,20%&8%
Cc1ccc(CN(C)C(=O)C2CCC(=O)N(CCc3ccccc3)C2)o1 (centres undefined),?,-15%,?
O=C(CSCc1cccc(Br)c1)N1CCOCC1,-11%,1%,-27%
CCN(CC)c1ccc(C(=O)NNC(=O)CNC(=O)c2cccs2)cc1,-8%,1%,-1%
COC(/C=C/Nc1ccc(Cl)cc1)=C(C#N)C#N,-6%,-1%,11%
CCCc1nc2ccccc2n1CCc1ccccc1,21µM*,1%,29µM*
Nc1c(S(=O)(=O)c2cccs2)c2nc3ccccc3nc2n1CC1CCCO1 (centres undefined),-13%,-5%,-18%
NC(=O)Nc1ccccc1C(=O)Nc1ccc2ccccc2c1,14%,-2%,11%
Cc1ccc(OCc2nnc(NC(=O)c3ccco3)s2)cc1,-13%,-10%,-15%
COc1ccc2c(c1)C(=O)c1ccccc1CO2,-19%,-2%,-9%
CCc1c(C)sc2c1CCN(C(=O)Nc1ccccc1Cl)C2c1ccc(OC)cc1 (centres undefined),15µM*,2%,?
CCOC(=O)c1ccc(NC(=O)NCc2ccccc2OC)cc1,-27%,-10%,4%
CCOc1cc(C(=O)N2CCN(c3ccccc3)CC2)cc(OCC)c1OCC,?,-20%,?
CCn1c(=O)cc(SCC(=O)Nc2ccc(C)cn2)c2ccccc21,29µM*,-3%,?
CCOc1ccc(-c2nc(CSc3nnc(C)s3)cs2)cc1OC,?,-5%,?
O=C(CCCNS(=O)(=O)c1ccc(F)cc1)Nc1ccc(F)cc1,-19%,-4%,-12%
CSc1cccc(NC(=O)C2CCN(S(=O)(=O)c3ccc4[nH]c(=O)ccc4c3)CC2)c1,-9%,20%,-16%
Cc1cccc(/C(N)=N/OC(=O)CCCc2ccccc2)c1,11%,-6%,-18%
Nc1nnc(-c2ccccc2[N+](=O)[O-])o1,0%,-10%,16%
COc1cc(OC)c(NC(=O)c2cc(C)nc3c2c(C)nn3-c2ccc(C)cc2)cc1Cl,-29%,24%,-26%
Cc1cccc(CSc2ccc(S(=O)(=O)N3CCCC3)cn2)c1,-30%,-13%,-20%
COc1ccc(OCCn2c(C)c(/C=N/n3cnnc3)c3ccccc32)cc1,?,-23%,-26%
O=c1c(-c2ccc(F)cc2)nc2cncnc2n1Cc1ccc(F)cc1,-4%,-8%,-8%
CCOc1ncccc1C(=O)OCC(=O)Nc1c(C)cc(C)cc1C,-2%,-3%,-2%
CC(=O)N1CCN(c2csc3ccc(F)cc3c2=O)CC1,-8%,-16%,-15%
CCCCn1c(NCc2ccc(N(C)C)cc2)nc2ccccc21,26µM*,-4%&0%,26µM*
CC1CCCC(NC(=O)CN(C)S(=O)(=O)c2cccc3cccnc23)C1C (centres undefined),-25%,-9%,?
Cc1cc(NC(=O)CSc2nc3c(C)cccc3cc2C)no1,3%,2%,5%
COc1ccc(S(=O)(=O)N2CCC(C(=O)NCCC(=O)NCc3cccc(OC)c3)CC2)cc1,0%,?,8%
N=c1c2c3c(sc2ncn1CCN1CCOCC1)CCCCC3,?,-6%,-9%
COC(=O)c1c(NC(=O)C2COc3ccccc3O2)sc2c1CCN(C(C)=O)C2 (centres undefined),?,-10%,12µM*
COc1cccc(C(=O)Nc2c3c(nn2-c2ccc(C)cc2C)CS(=O)(=O)C3)c1OC,23µM*,-5%,?
C=CCn1c(CCC)nc2ccccc21,-20%,2%,1%
Cc1cccn2c(=O)c3cc(C(=O)NC4CCCCC4C)n(C)c3nc12 (centres undefined),?,-3%,-25%
COc1ccc(CCNC(=O)c2cc(Nc3ccccc3)nc3ccccc23)cc1OC,8.2µM*,?,9.2µM*
COc1ccc(OC)c(NC(=O)CN(Cc2ccc(F)cc2)C2CCCCC2)c1,16µM*,-5%,?
CCCc1ccc(S(=O)(=O)N2CCN(Cc3ccco3)CC2)cc1,?,-22%,?
CC(C)OC(=O)CSc1nnc(Cc2ccccc2)n1C,-1%,6%,-13%
CC(=O)N1C(=O)/C(=C2\SC(=S)N(NC(=O)c3ccc(O)cc3)C2=O)c2ccccc21,-6%,-12%,-9%
Cc1cc(C(=O)N2CCC(C)(C(=O)NS(=O)(=O)C3CC3)C2)n(C(C)(C)C)n1 (centres undefined),26%,nt,1%
CC(=O)Nc1ccc(S(=O)(=O)NCCC(=O)N2CCc3ccccc32)cc1,-23%,-4%,8%
Cc1cnc(C(=O)OCC(=O)Nc2cc(-c3cc(C)c(C)cc3C)nn2-c2ccccc2)cn1,?,-2%,-8%
CC1(c2ccccc2)NC(=O)N(CC(=O)NNC(=O)c2cccc(Cl)c2)C1=O (centres undefined),?,-2%,-29%
Cc1cc(NC(=O)c2ccc(F)c(S(=O)(=O)N3CCCCC3)c2)no1,-20%,-3%,-2%
COc1ccc(S(=O)(=O)N2CCC3(CC2)OCCN3S(=O)(=O)c2ccc(C)cc2)cc1OC,-4%,-7%,-12%
O=C1CCc2cc(S(=O)(=O)N3CCC(C(=O)Nc4nccs4)CC3)ccc2N1,?,0%,?
COc1cc(-c2cc(OC)c3c(C)oc(C)c3c(=O)c2)ccc1OC(=O)c1ccccc1Cl,4.6µM*,-7%,5.8µM*
COc1ccccc1C(=O)NCCN1CCN(C(=O)c2ccccc2OC)CC1,-7%,1%,-14%
# Additional structures
SMILES,DT40 TDP1 no CPT,KAT2A inh,DT40 TDP1 CPT
Cc1ccccc1-c1noc(-c2ccc(O)cc2)n1,?,-16%,?
CC(C)/C=N/NC(=O)c1cc(Br)ccc1O,-13%,-5%,-1%
CCOC(=O)c1ccccc1NC(=O)Cc1ccccc1OC,-15%,1%,?
COc1ccc(NC(=O)C(NC(=O)Cc2cccs2)c2ccc(OC)cc2)cc1 (centres undefined),2%,2%,-8%
CC(C)(O)CC[C@@H](O)[C@](C)(O)[C@H]1CC[C@@]2(O)C3=CC(=O)[C@@H]4C[C@@H](O)[C@@H](O)C[C@]4(C)[C@H]3CC[C@]12C,0%,-4%,-14%
O=c1[nH][nH]c2c1[C@H](CCc1cccc(Cl)c1)O[C@H](CCc1ccccc1)C2,18µM*,nt,?
CC(=O)c1cccc(NC(=O)Nc2cccnc2)c1,?,2%,?
Cc1ccc(CCNC(=O)C2CCCN(S(=O)(=O)c3cccc4nsnc34)C2)cc1 (centres undefined),-30%,-11%,?
Cc1ccc(C)c(C(=O)COC(=O)c2cc(S(=O)(=O)N3CCOCC3)ccc2F)c1,3%,nt,8%
O=C(c1ccccc1Sc1ccccc1[N+](=O)[O-])N1CCCCC1,-6%,-6%,1%
C=CCN(C(=O)c1ccccc1)c1ccc(OC)cc1,22µM*,-5%,13µM*
O=C(c1ccc(F)cc1)c1c[nH]c(C(=O)NCc2ccco2)c1,12µM*,-2%,?
Cc1ccccc1C[n+]1cccc2ccccc21,15µM*,-3%,?
CC(C)Oc1ccc(Cc2cnc(=S)[nH]c2N)cc1,?,-8%,-26%
Cc1nc2ccn(Cc3ccco3)c(=O)c2cc1C(=O)N1CCN(c2ccccc2)CC1,-21%,-15%,5%
O=S(=O)(c1ccc(-c2cn3ccccc3n2)cc1)N1CCOCC1,?,-10%,?
